mcGAS lum = mouse cGAS inhibition by luminescence; recombinant cGAS, Kinase-Glo ATP depletion luminescence; inhibition, % at 12.5 µM; actives 0.15% (n = 160,000); AID 1259399;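 also: 0% = negative control wells and 100% = reference inhibitor with no enzyme activity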
hcGAS inh = human cGAS inhibition; Q8N884; recombinant h-cGAS, ATP depletion, Kinase-Glo luminescence; inhibition, % at 12.5 µM; actives 0.081% (n = 290,000);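 also: 0% = vehicle reaction and 100% = reaction without DNA for no activity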
Target sequence (Q8N884 whole entry, looked up): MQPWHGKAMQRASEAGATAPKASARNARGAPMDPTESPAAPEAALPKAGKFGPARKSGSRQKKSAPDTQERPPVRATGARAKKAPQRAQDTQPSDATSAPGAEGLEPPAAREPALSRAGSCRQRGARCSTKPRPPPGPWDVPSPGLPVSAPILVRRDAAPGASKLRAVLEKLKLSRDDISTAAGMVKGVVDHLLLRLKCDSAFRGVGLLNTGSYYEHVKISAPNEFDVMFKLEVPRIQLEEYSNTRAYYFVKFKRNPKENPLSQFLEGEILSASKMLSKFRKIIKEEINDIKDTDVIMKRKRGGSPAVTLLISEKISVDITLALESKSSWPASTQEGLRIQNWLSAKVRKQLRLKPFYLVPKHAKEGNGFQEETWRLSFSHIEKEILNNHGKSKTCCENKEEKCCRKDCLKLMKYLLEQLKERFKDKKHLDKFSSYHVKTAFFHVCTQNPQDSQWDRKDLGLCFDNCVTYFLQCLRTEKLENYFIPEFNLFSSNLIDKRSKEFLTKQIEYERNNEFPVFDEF
NPYLR7 ag = mosquito NPYLR7 agonism; HEK293T NPYLR7/Galpha15, GCaMP6s calcium fluorescence; activation, % at 10 µM; actives 0.15% (n = 270,000); AID 1259423; in the data active = activation above about 40%;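 also: 0% = vehicle and 100% = reference agonist at the receptor; some compounds past the cut are filed as inactive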
An asterisk follows results filed as active; x = no result given; & = joins results of further samples. Rule as the data show it, unless noted: active = inhibition above about 40%; inactive = the rest. Hits appear at their usual frequency. Share with any hit: about 0.27%.

SMILES	mcGAS lum	hcGAS inh	NPYLR7 ag
COc1ccc(C(=O)NNc2nc(-c3ccccc3)c3cc(Br)ccc3n2)cc1	-5	3	-8
CC(C)N1CCC(NS(=O)(=O)c2ccccc2-c2ccccc2)C1 (configuration not stated)	-4	-2	3
O=C(NC1CCSC1)c1cc(CN2CCC(Cc3ccccc3)CC2)on1 (configuration not stated)	x	-6	11
COC(=O)c1sccc1S(=O)(=O)Nc1ccc(Cl)cc1F	-4	-4	7
Cc1ccc(C(=O)N(CC2CCN(CCc3ccccc3C)CC2)C2CCCC2)cn1	-9	-6	14
CCOC(=O)c1c(NC(=O)CN2CCOCC2)sc(C)c1-c1ccc(C)cc1	x	2	8
CN=c1scc(-c2cc3ccccc3o2)n1N=Cc1ccc(C#N)cc1	x	-7	2
O=C(Cn1nnc(-c2ccc(F)cc2)n1)N1CCN(c2ccc(Cl)cc2[N+](=O)[O-])CC1	x	-4	8
Cc1ccccc1CN1CCC(CN(CC2CCCO2)C2CCSCC2)CC1 (configuration not stated)	x	-7	0
CSCCC1CC(=O)Nc2c1c(C(C)C)nn2-c1ccccc1 (configuration not stated)	x	-13	-4
CSCCC(Nc1nc(C)cc(C)n1)C(=O)NC1CCCCCCC1 (configuration not stated)	-1	2	x
COc1ccc(-c2noc(-c3cc(OC)c(OC)c(OC)c3)n2)cc1	x	-7	0
C=CCn1cnc2c(nnn2-c2ccc(C)c(C)c2)c1=O	-9	-8	-4
CN(C(=O)Cn1cccn1)C1CCCN(CCc2ccccc2)C1 (configuration not stated)	x	-6	6
O=C(CSC1=NC2CCCCC2N1)N1CCOCC1 (configuration not stated)	-6	-11	-2
CC(NC(=O)c1ccc([N+](=O)[O-])o1)C1CC2CCC1C2 (configuration not stated)	-9	-7	16
CN(C)Cn1c(O)c(N=NC(=O)c2ccccc2Cl)c2ccccc21	-4	-13	3
COc1cccc(C(C2Sc3ncnn3C2=O)N2CC(C)OC(C)C2)c1 (configuration not stated)	-8	-9	2
Cc1ccc2c(c1)C1(SCCN1C(=O)c1ccc(F)cc1)C(=O)N2Cc1ccccc1Cl (configuration not stated)	-6	-4	18
CN(C(=O)c1ccnc(F)c1)C1CCN(c2ccccc2Cl)C1=O (configuration not stated)	x	-8	8
Cc1ccc(NC(=O)Cn2ccnc2S(C)(=O)=O)c(Cl)c1	x	-9	-14
Cc1ccc(CN(CCc2ccccc2)C(=O)CN(Cc2ccco2)C(=O)c2ccc(Cl)cc2)o1	0	2	x
c1ccc(CSc2ccc(-c3ccc(-n4cccn4)cc3)nn2)nc1	-7	-7	-3
Cn1cncc1C(=O)N1CCC(C2CCN(S(C)(=O)=O)CC2)C1 (configuration not stated)	-5	-8	x
COCc1ccc(C(=O)Nc2cc(C(N)=O)ccc2N2CCCCC2C)o1 (configuration not stated)	x	-6	5
COc1ccc(NC(=O)Nc2nc([C@@H]3C[C@H](O)[C@@H](CO)O3)cs2)cc1OC1CCCC1	-2	2	-1
Cc1ccc(CNC(=O)c2ccc(-c3n[nH]c4c3CCCc3ccccc3-4)cc2)o1	-7	-11	0
CC(C)n1c(N/N=C\c2ccc(Br)cc2)nc2c1c(=O)[nH]c(=O)n2C	-8	-5	-3
COCCNC(=O)c1coc(CN(Cc2ccc(OC)cc2OC)C(C)C)n1	1	9	-13
Cc1ccc(C(=O)NC(=O)CSc2n[nH]c(N)n2)cc1	x	-5	-13
Cc1c(C(=O)N(C)Cc2ccc(F)cc2)sc(=O)n1CCN1CCCC1	x	5	-8
CCC(=O)N1CCN(c2ccc(Nc3ccc(C)cc3)nn2)CC1	-7	-4	3
CC(C)c1ccc2[nH]c(O)c(N=Nc3nc4ccccc4[nH]3)c2c1	-2	-3	5
COc1cccc(C2CCN2C(=O)CC(=O)Nc2ccc(C)cc2)c1 (configuration not stated)	-12	-6	-6
Cc1nc(CN2CCN(Cc3cc4n(n3)CCCNC4)CC2)no1	x	-3	7
CC(O)CC(C)CNC(=O)Nc1cccc(-n2cccc2)c1 (configuration not stated)	x	-14	3
Cc1cc(C)n2nc(SCc3csc(-c4cccs4)n3)nc2n1	-6	-13	0
Cc1cc(C2CCCN2C(=O)NC(C)c2ccccc2C)on1 (configuration not stated)	x	-7	2
Cc1ccc(-c2cc(C(=O)N3CCCN(CC4CC4)C(C(C)C)C3)n[nH]2)o1 (configuration not stated)	x	-4	-7
Cc1cc(C(=O)N(C)Cc2noc(CC(C)C)n2)nc(C)n1	x	-4	4
Cc1cc(NCCCN2CCOCC2)n2c(nc3ccccc32)c1C#N	3	2	3
CN1C(=O)C2(CCN(C(=O)CCn3ccccc3=O)CC2)c2ccccc21	-13	-4	1
COc1ccccc1C(=O)Nc1c2c(nn1-c1ccccc1C)CSC2	x	-5	3
CCCCNC(=O)c1ccc(S(=O)(=O)C(F)F)cc1	-8	-6	10
CC(C)c1ccc(-c2nccn2CCn2cccn2)cc1	x	-4	5
CS(=O)(=O)N1CCOC(CC(c2ccccc2)c2ccccc2)C1 (configuration not stated)	x	0	1
C[C@@H]1[C@H]2C[C@@H](C[C@H]1NC(=O)/C=C(/C(=O)N[C@@H]1C[C@@H]3C[C@H]([C@H]1C)C3(C)C)c1ccccc1)C2(C)C	-3	-5	-7
COc1cc(CN2CCCn3cccc3C2c2cccc(F)c2)ccc1O (configuration not stated)	0	2	-3
CCn1c(CN2CCCCCC2=O)nnc1SC(C)c1nc2ccccc2c(=O)[nH]1 (configuration not stated)	-14	-7	4
CSC1=N/C(=C\c2ccc(C(=O)O)cc2)C(=O)S1	-4	-5	4
CCOc1ccc(Cl)cc1CNc1nn[nH]n1	-2	-4	0
O=c1c(Br)cccc(Br)c1O	x	-7	6
Cc1ccc(CN2CCC(C(=O)Nc3ccc(Oc4cccnc4)cc3)CC2)o1	x	-2&-4	0&3
O=C(Nc1ccnn1C1CCN(Cc2cc3ccccc3o2)CC1)c1ccccc1	x	-7	11
Cc1nc(-c2cccc(C(F)(F)F)c2)nc(N2CCN(C(=O)Nc3c(Cl)cccc3Cl)CC2)c1C	-4	-5	-4
Cc1ccc(S(=O)(=O)/C(C#N)=C/N2CCN(C)CC2)cc1C	x	3	-4
CCOc1ccccc1CN1CCN(Cc2ccc(SC)cc2)CC1CCO (configuration not stated)	x	-6&-7	-3&8
CN(C)CC(C)(C)CNC(=O)c1ccc(CSc2ccc3ccccc3n2)cc1	-4	-8	5
CC(C)OCCCn1c(=N)c(C#N)cc2c(=O)n3ccccc3nc21	-5	-11	1
C#CCOc1c(Cl)cc(C=Nn2c(=O)[nH]c3cc(OC)c(OC)cc3c2=O)cc1OC	-4	-3	3
(cont.)
SMILES	mcGAS lum	hcGAS inh	NPYLR7 ag
Clc1ccccc1CSc1nn2cnnc2s1	x	-1	7
COc1cc(C(C)NCc2ccc(N3CCOCC3)cc2)ccc1OC(C)C (configuration not stated)	x	-9	3
c1ccc(COc2cccc3[nH]ncc23)cc1	-1	1	16
Cc1ccc(CN(CCc2ccccc2)C(=O)CN(C(=O)C2CCC2)C2CC2)o1	-4	-6	x
Cc1cccc(OCC(=O)Nc2ccc(N3CCOCC3)nc2)c1	x	-7	6
CCOC(=O)c1ccccc1NC(=O)CCCn1nc(-c2ccc(Cl)cc2)ccc1=O	-8	-8	9
O=S1(=O)CCC(Cc2nn3c(C4CCCC4)nnc3s2)C1 (configuration not stated)	-11	-4	x
Cc1cccc(N2CCN(CCNC(=O)c3cc(Br)ccc3F)CC2)c1	-17	-8	14
CCOC(=O)c1ncn(CC23CC4CC(CC(C4)C2)C3)c1N	-4	-8	x
N#CC(C#N)=Cc1ccc(-c2nc3ccccc3s2)o1	x	-8	-4
O=C(CNC(=O)/C=C/c1ccccc1)N=Nc1c(O)[nH]c2ccc([N+](=O)[O-])cc12	-6	-1	-1
C=CCn1c(=O)c2c(nc3n(-c4ccc(OCC)cc4)c(C)c(C)n23)n(C)c1=O	-2	1	-1
CCCCc1nc(N2CCN(S(C)(=O)=O)CC2)c2c(-c3ccccc3)noc2n1	-2	1	12
COCCCNC(=O)C(C1CCCC1)N1CCN(C(=O)c2ccc(Cl)cc2Cl)CC1 (configuration not stated)	-2	1	-4
C=CCn1c(=S)[nH]c2c(c1=O)C1(CCCC1)Cc1ccccc1-2	-1	1	0
Cc1cc(C(=O)NNC(=O)CNC(=O)c2ccco2)c(C)o1	-6	-4	19
Cc1ccc(S(=O)(=O)Nc2cc3c4c(oc3c3ccccc23)CCCC4=O)cc1[N+](=O)[O-]	-7	-6	1
Cc1ccc(NC(=O)N2CCSC23C(=O)N(Cc2ccc(F)cc2)c2ccc(F)cc23)cc1C (configuration not stated)	1	-1	-6
Cc1ccc(NCCNS(=O)(=O)c2cc(C)c(C)cc2C)nn1	-2	4	-18
CCCCCC(C)NS(=O)(=O)c1cnn(C)c1 (configuration not stated)	x	-7	0
O=C(C1CCC1)N1CCCC(N2CCN(c3ccccc3F)CC2)C1 (configuration not stated)	x	-5	1
CCN1CCCC(c2c(-c3ccccc3)ncn2Cc2cccnc2)C1 (configuration not stated)	-13	-2	-4
O=c1c2c(nc(SCc3ccc(Br)cc3)n1-c1ccccc1)CCS2	x	-7	-2
COc1cc(NC(=O)Cn2nc(SC)c(-c3nc(-c4ccccc4)no3)c2N)cc(OC)c1	-8	-2	-4
Cc1cc(CNC(=O)C(O)CC(C)C)c2[nH]c(C)c(C)c2c1 (configuration not stated)	-15	-8	7
COc1ccc(NC(=O)Nc2ccc(Nc3ccc(-n4nc(C)cc4C)nn3)cc2)cc1	-9	-2	-2
COCCn1c(=NC(=O)c2ccccc2S(C)(=O)=O)sc2cc(F)cc(F)c21	x	-19	1
CN(C)CC1(O)CCCN(CCOc2ccc(F)cc2)C1 (configuration not stated)	-12	-8	-3
O=S(=O)(Nc1cccc2ncccc12)c1ccc(Cl)s1	x	-4	10
CC1(C(=O)NCc2cccc(C(F)(F)F)c2)CCN1Cc1cc2ccccc2o1 (configuration not stated)	x	-11	2

Of the compounds above, five contain a cyano group:
SMILES	mcGAS lum	hcGAS inh	NPYLR7 ag
CN=c1scc(-c2cc3ccccc3o2)n1N=Cc1ccc(C#N)cc1	x	-7	2
Cc1cc(NCCCN2CCOCC2)n2c(nc3ccccc32)c1C#N	3	2	3
Cc1ccc(S(=O)(=O)/C(C#N)=C/N2CCN(C)CC2)cc1C	x	3	-4
CC(C)OCCCn1c(=N)c(C#N)cc2c(=O)n3ccccc3nc21	-5	-11	1
N#CC(C#N)=Cc1ccc(-c2nc3ccccc3s2)o1	x	-8	-4

More compounds:
SMILES	mcGAS lum	hcGAS inh	NPYLR7 ag
O=C1OCCN1C1CCN(Cc2cc3n(n2)CCNC3)CC1	-14	1	4
CCOc1ccc(S(=O)(=O)n2nc(C)c(S(=O)(=O)N3CCCCC3)c2C)cc1	x	-4	6
O=C(C(c1ccccc1)n1cccc1)N1CCC(Cc2ccccn2)CC1 (configuration not stated)	x	-2	1
O=Cc1cc(Br)ccc1COc1ccccc1	x	-12	9
CC1CN(C(=O)c2cn[nH]c2-c2ccc(Cl)cc2)CCO1 (configuration not stated)	x	0	2
COc1ccc(C(=O)NCc2nncn2C2CCCCC2)o1	-15	-4	x
COc1cc(-c2nc3cc(C)ccn3c2NCc2ccccc2)ccc1O	-6&-4	6&-5	4&-10
CC(Cn1cncn1)NC(=O)c1cc(COc2ccc3c(c2)CCCC3)on1 (configuration not stated)	-3	-7	-2
O=C(c1cc(C2CC2)[nH]n1)N1CCCC(Cc2nc(C3CCCCCC3)no2)C1 (configuration not stated)	-15	-10	-3
C=CCNC(=O)Cn1nnc(-c2ccccc2)n1	-4	-5	12
O=C1NC2(CCN(C(=O)c3ccc(C(F)(F)F)cc3)CC2)Nc2cc(F)c(F)cc21	-4	-2	-3
CCOC(=O)C1CCCN(C(=O)c2cnn(-c3ccccc3Cl)c2C(F)(F)F)C1 (configuration not stated)	-7	-5	0
Cn1nc(-c2ccccc2)c2c1NC(=O)CC2c1cc(C(C)(C)C)n[nH]1 (configuration not stated)	x	-10	9
COC(=O)C1CC2(CCN(C(=O)C(C)ON=C(C)C)CC2)c2ccccc21 (configuration not stated)	x	-8	0
O=C(Nc1cc(-c2ccccc2)nn1-c1ccccc1)c1cc(Cl)ccc1F	-8	-15	3

Retrieved by compound from the entries so far:
SMILES	mcGAS lum	hcGAS inh	NPYLR7 ag
CC(C)OCCCn1c(=N)c(C#N)cc2c(=O)n3ccccc3nc21	-5	-11	1
COc1cccc(C2CCN2C(=O)CC(=O)Nc2ccc(C)cc2)c1 (configuration not stated)	-12	-6	-6
CSC1=N/C(=C\c2ccc(C(=O)O)cc2)C(=O)S1	-4	-5	4

Additional compounds follow.
SMILES	mcGAS lum	hcGAS inh	NPYLR7 ag
COc1cn(CC(=O)Nc2cccc(C)c2)c(CSc2nccc(C)n2)cc1=O	-7	-3	-1
Cc1nc(C)c(CN2CCc3ccc(S(N)(=O)=O)cc32)s1	x	-2	-1
O=C(c1ccc(Cl)c(F)c1)N1CCCC(Nc2ccccc2)C1 (configuration not stated)	x	-1	0
CC(=O)N1c2ccccc2C(CSc2nnc(C)s2)=CC1(C)C	x	-4	0
CCOC(=O)CNc1c(-c2ccc(O)cc2)nc2ccc(Cl)cn12	x	1	34

Record cards, as listed above. Values in the order: mcGAS lum, hcGAS inh, NPYLR7 ag
Profile of O=c1c(Br)cccc(Br)c1O → x, -7, 6
Profile of COc1ccc(C(=O)NCc2nncn2C2CCCCC2)o1 → -15, -4, x
Profile of O=C1OCCN1C1CCN(Cc2cc3n(n2)CCNC3)CC1 → -14, 1, 4
Profile of CCOc1ccc(S(=O)(=O)n2nc(C)c(S(=O)(=O)N3CCCCC3)c2C)cc1 → x, -4, 6
Profile of CN(C(=O)c1ccnc(F)c1)C1CCN(c2ccccc2Cl)C1=O (configuration not stated) → x, -8, 8

Screening data: PubChem, Fisher Drug Discovery Resource Center
